# H9c2 TAG inh = inhibitors of triacylglycerol accumulation, primary screen, cell-based, uHTS, fluorescence, H9c2; H9c2 cells, Nile Red lipid (TAG) fluorescence; cells loaded with 200 µM oleic acid; 0.66% of 230,000 active; inhibition, % at 12.5 µM; AID 651582, 2012;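 active = pattern-corrected inhibition of lipid staining of at least 50% with the nuclear-stain viability signal not falling by more than 50%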;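 also: 0% = DMSO wells and 100% = triacsin C control wells; some results filed as inactive read as strong as hits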
# H9c2 TAG inh DAPI viability = recorded beside H9c2 TAG inh, whose call it bears; DAPI nuclei signal change (viability), lower = more cytotoxic, %;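 whole-well DAPI fluorescence read on a plate reader as a viability signal; minus 50 percent equals half of cells still viable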
# Starred values were filed as active, the others as inactive. This is a subset; count on the stated rates, not on these rows.
# Order of results – H9c2 TAG inh DAPI viability	H9c2 TAG inh
- Cc1cc(Cl)c2oc(C(=O)N(C)CCCN3CCOCC3)c(C)c2c1
    -3	4
- Cc1ccc(NC(=O)/C(=C\c2cccc([N+](=O)[O-])c2)NC(=O)c2cccs2)cc1
    -40	12
- Cc1ccc(NC(=O)COC(=O)CN2CSCC2=O)cc1C
    2	-12
- O=C(Nc1cccnc1)c1cc2cc(Br)ccc2o1
    5	-5
- CN(C)CCNC(=O)C(=O)Nc1ccc2c(c1)N(S(=O)(=O)c1cccs1)CCC2
    -27*	54*
- COC(=O)Nc1ccc(S(=O)(=O)N2CCC(C(=O)NCc3ccc4c(c3)OCO4)CC2)cc1
    2	-27
- CCCCC(CCC(=O)Nc1ccn(-c2ccccc2)n1)C(=O)O (stereo unspecified)
    -8	-8
- CCOC(=O)[C@H]1[C@H]2COc3ccccc3[C@@H]2N2C(=O)[C@@H](CO)NC(=O)[C@@]12C
    -28	34
- Cc1nn(CC(=O)NCCc2ccc(Cl)cc2Cl)c(C)c1[N+](=O)[O-]
    0	-2
- O=C(Cn1cnc2ccccc2c1=O)Nc1ccc(N2CCOCC2)cc1
    1	-1
- Cc1c(C(=O)OCC[N+]2(C)CCCCC2)oc2ccccc12
    -2	-4
- O=C(O)C(c1ccccc1)C1(O)CCCC1 (stereo unspecified)
    8	-16
- Cc1cc(C)nc(N/N=C/C=C/c2ccccc2)n1
    1	0
- CCOC(=O)c1c(NCC2CCCO2)c2ccccc2[nH]c1=O (stereo unspecified)
    -4	9
- CCOCc1nnc(NC(=O)c2c(OC)cccc2OC)s1
    -5	15

# Ordered by number of heavy atoms (ascending): part of the list above.
# Order of results – H9c2 TAG inh DAPI viability	H9c2 TAG inh
- Cc1cc(C)nc(N/N=C/C=C/c2ccccc2)n1
    1	0
- Cc1ccc(NC(=O)/C(=C\c2cccc([N+](=O)[O-])c2)NC(=O)c2cccs2)cc1
    -40	12
- COC(=O)Nc1ccc(S(=O)(=O)N2CCC(C(=O)NCc3ccc4c(c3)OCO4)CC2)cc1
    2	-27

# Next records follow:
# Order of results – H9c2 TAG inh DAPI viability	H9c2 TAG inh
- Cc1ccc(S(=O)(=O)NC(C)(C)CSc2ncccn2)cc1
    -1	-4
- COCCNC(=S)NNc1ccc(Cl)c(C(=O)O)c1
    5	8
- COc1ccccc1NS(=O)(=O)c1cc(NC(=O)c2cnccn2)ccc1N1CCOCC1
    7	-3
- Cc1oncc1C(=O)Nc1cccc2ccccc12
    -16	-5
- CC(/C=C/c1cccs1)=C\C(=O)O
    4	-26
- CC(=O)c1sc(NC(=O)c2cc(=O)c3ccccc3o2)nc1C
    10	0
- O=C(Cn1cncn1)N/N=C/c1cccnc1
    5	1
- COC(=O)C(NNc1ccccc1)(NC(=O)c1ccc(F)cc1)C(F)(F)F (stereo unspecified)
    8	37
- O=c1c2ccccc2nnn1Cc1ccccc1
    6	-7
- COc1ccc(S(=O)(=O)N(CCCN2CCOCC2)Cc2ccc(OC)c(OC)c2)cc1
    6	-1
- COc1cc(OC)c(N(C)S(=O)(=O)c2cccc(C(=O)Nc3nnc(C4CC4)s3)c2)cc1Cl
    2	3
- O=C(C1=C(O)C(=O)N(Cc2ccco2)C1c1ccccc1)c1cccs1 (stereo unspecified)
    5	-3
- Cc1cccc(C(C)(C)C)c1OCCCCN1CCCC1
    12	5
- Cc1ccc(NC(=O)C2CCN(S(=O)(=O)c3c(C)noc3C)CC2)cc1C
    -7	-4
- CCOc1ccccc1NC(=O)C1CCC(=O)N1S(=O)(=O)c1ccc(C)cc1 (stereo unspecified)
    3	-4

# One compound at a time, as listed above. Screens in order: H9c2 TAG inh DAPI viability	H9c2 TAG inh
# `COc1ccc(S(=O)(=O)N(CCCN2CCOCC2)Cc2ccc(OC)c(OC)c2)cc1` is listed as 6	-1
# `O=c1c2ccccc2nnn1Cc1ccccc1` is listed as 6	-7
# `CC(=O)c1sc(NC(=O)c2cc(=O)c3ccccc3o2)nc1C` is listed as 10	0
# `Cc1cccc(C(C)(C)C)c1OCCCCN1CCCC1` is listed as 12	5
# `COc1ccccc1NS(=O)(=O)c1cc(NC(=O)c2cnccn2)ccc1N1CCOCC1` is listed as 7	-3

# Next section.
# Order of results – H9c2 TAG inh DAPI viability	H9c2 TAG inh
- O=C(NCCCn1ccnc1)C(=O)NCC1OCCN1S(=O)(=O)c1ccc2c(c1)OCCO2 (stereo unspecified)
    12	-10
- Cc1cccc(NC(=O)CNC(=O)c2sc3ccccc3c2Cl)n1
    -1	7
- COc1cc(OC)cc(C(=O)N[C@H](C(=O)OCC(=O)Nc2ccc(F)c(F)c2F)C(C)C)c1
    2	0
- Cc1ccc(NS(=O)(=O)c2ccc3c(c2)CC(=O)N3)cc1C
    1	-5
- C=CCC1(CC=C)CCCN1C(=O)CC1C(=O)NCCN1Cc1cccc(OC)c1 (stereo unspecified)
    10	-35
- O=C1CCCN1CCCNC(=S)Nc1ccccc1
    -8	3
- CN(CC(=O)NCCC1=CCCCC1)S(=O)(=O)c1ccc2c(c1)CCC(=O)N2
    -3	2
- COc1ccc(CN2CC[C@H]3C=CCc4cccc(c43)C2)cc1
    17	-61
- CCC1NC(=O)c2ccccc2N1c1cccc(Cl)c1 (stereo unspecified)
    -2	9
- COCCCNC(=O)CN(c1cc([N+](=O)[O-])ccc1OC)S(C)(=O)=O
    6	-2
- CC1CC(C)CN(CCCCOc2ccc([N+](=O)[O-])cc2)C1 (stereo unspecified)
    16	-14
- CCN(CC)C(=O)C1=C(C)Nc2nnnn2C1c1cccnc1 (stereo unspecified)
    2	0
- O=C(/C=C/c1ccco1)NC(=S)Nc1cc(C(F)(F)F)ccc1N1CCOCC1
    5	-6
- O=C(NC1CC2CCCC(C1)N2Cc1ccccc1)c1cccc(Cl)c1 (stereo unspecified)
    -1	13
- COc1cc(NC(=O)c2ccc(N3CCCC3=O)cc2)cc(OC)c1
    -1	-5

# Order of results – H9c2 TAG inh DAPI viability	H9c2 TAG inh
- O=C(NCC(=O)N(CC1CCCO1)C1(C(=O)NC2CCCCC2)CCCCC1)c1ccccc1 (stereo unspecified)
    11	-21
- O=C(c1cnn(C(=O)c2cccc(S(=O)(=O)N3CCOCC3)c2)c1)c1ccccc1O
    -7	2
- CC1(C(=O)NCc2ccc(Cl)cc2)CCN1C(=O)Cc1cccs1 (stereo unspecified)
    -108	134
- CCN1CCN(CCC2Oc3cc([N+](=O)[O-])ccc3NC2=O)CC1 (stereo unspecified)
    2	12
- COC1CCCCC1NS(=O)(=O)c1ccccc1 (stereo unspecified)
    -2	2
- c1ccc(Cc2nnc3sc(-c4ccc5c(c4)OCCO5)nn23)cc1
    2	-11
- Cc1cc(C)c(S(=O)(=O)N2CCN(c3ccccn3)CC2)c(C)c1
    8	-18
- C[C@H](NC(=O)c1nc[nH]c1C(=O)N[C@@H](Cc1ccccc1)C(=O)OCc1ccccc1)c1ccccc1
    2	-4
- Cc1cc(S(=O)(=O)N2CCN=C2c2ccccc2)c(C)cc1Cl
    -5	-15
- O=C(NCc1ccccc1Cl)c1ccc2nnsc2c1
    7	-11
- O=C1NCCOC(=O)[C@@H](Cc2ccc(F)cc2)C/C=C\C[C@@H]1CC(=O)N(CCO)Cc1ccccc1
    -8	1
- CCOC(=O)C1=C(COC(=O)Cc2ccccc2[N+](=O)[O-])NC(=O)NC1C (stereo unspecified)
    -11	19
- CCOC(=O)C1(C)CCCN1C(=O)c1ccc(F)c(Cl)c1 (stereo unspecified)
    -5	-4
- NC(=S)NNC(=O)c1ccccc1Cl
    -1	-1
- CC1(C)Cc2c(C#N)c(SCc3nc4ccccc4[nH]3)nc(N3CCOCC3)c2CO1
    40	29

# Order of results – H9c2 TAG inh DAPI viability	H9c2 TAG inh
- CCc1nc2n(n1)C(O)c1cc([N+](=O)[O-])ccc1S2 (stereo unspecified)
    4	-8
- CCN(CC(=O)N1CCN(c2ccccc2)CC1)S(=O)(=O)c1ccc(C)cc1
    1	3
- CNC(=O)c1c(C)noc1C
    -9	-6
- Cc1ccccc1Sc1ncnc2onc(C)c12
    -16	-1
- COc1ccc(N2CCN(C(=O)CSc3nc4nc(C)cc(C)n4n3)CC2)cc1
    -9	-8
- COC(=O)c1ccc(C[n+]2ccccc2)cc1
    6	-8
- O=C(OCC(=O)c1c[nH]c2ccccc12)c1ccco1
    -11	2
- Cc1cccc(Oc2coc3cc(OC(=O)c4cncc(Br)c4)ccc3c2=O)c1
    0	0
- CCOC(=O)C1CCCN(CCC(=O)Nc2ccccc2C)C1 (stereo unspecified)
    -6	20
- Cc1ccc(S(=O)(=O)N2CCN(C(=O)Cc3c(F)cccc3Cl)CC2)cc1
    6	-7
- CCOc1ccc(C(C)NC(=S)NCc2ccc(Cl)cc2)cc1 (stereo unspecified)
    7	-25
- CCCn1c(N)c(N(CCOC)C(=O)c2ccc(N3CCCC3=O)cc2)c(=O)[nH]c1=O
    -5	15
- O=C(Nc1cc(S(=O)(=O)N2CCOCC2)ccc1Cl)c1ccc(=O)[nH]c1
    1	-3
- S=C(c1c[nH]c2ccccc12)N1CCOCC1
    0	-5
- COc1cc(NC(=S)N2CCN(CCO)CC2)cc(OC)c1
    -8	10

# Order of results – H9c2 TAG inh DAPI viability	H9c2 TAG inh
- CCC(C)N(C(=O)COC(=O)c1nc2nc(C)cc(C)n2n1)C1CCS(=O)(=O)C1 (stereo unspecified)
    8	3
- COc1ccc(N2C(S)=C(C#N)C(=O)NC23CCCCC3)cc1
    -5	18
- O=C1C2C3C=CC(CC3)C2C(=O)N1c1ccc(Br)cc1 (stereo unspecified)
    4	-2
- COC(=O)C[N+](C)(C)CC#Cc1ccccc1
    -4	-6
- CCCOc1ccc(/C=N/NC(=O)c2c(-c3ccccc3)noc2C)cc1OC
    4	-14
- CC(CCN1CCN(c2ccccc2)CC1)c1ccccc1 (stereo unspecified)
    5	0
- O=C(Nc1cccc(S(=O)(=O)NC2=NCCC2)c1)c1ccc(F)cc1
    5	-32
- CCc1noc(C)c1C(=O)N1CC(C)OC(C)C1 (stereo unspecified)
    -2	-7
- CCc1c(C2(O)CCCCC2)[nH]c2ccc(C(F)(F)F)cc12
    -4	-56
- C/C(CC1CC(C)OC1=O)=N\NC(N)=S (stereo unspecified)
    2	-24
- O=C(Nc1ccccc1C(F)(F)F)N1CCC(N2CCCCC2)CC1
    -10	0
- O=C(O)C1(c2ccccc2)CCN(S(=O)(=O)c2cccs2)CC1
    10	-5
- Cc1cccc(N(CC(=O)NC2CCCC2)C(=O)CCCC(=O)Nc2ccccn2)c1
    0	-1
- NC(=O)C1CCN(C(=O)CCC(=O)c2ccc(Br)cc2)CC1
    -7	8
- Clc1ccccc1N=C1SCCS1
    -2	-5

# Order of results – H9c2 TAG inh DAPI viability	H9c2 TAG inh
- C=CCn1c(SCC(=O)N(CC)C2CCS(=O)(=O)C2)nnc1-c1ccccc1 (stereo unspecified)
    -2	-3
- CCC[C@@H](CN1CCC[C@H]1CN1C(N)=NC[C@H]1CC(C)C)N1C[C@@H]([C@H](C)CC)N(CCCC2CCCC2)C1=N
    35	-4
- CC(C)N(C(=O)[C@H]1CC(CC(=O)NCc2cccc(C(F)(F)F)c2)C(=O)N2CCc3c([nH]c4ccccc34)[C@]12C)C(C)C (stereo partly specified)
    -9	28
- CC(C)C(=O)N1CCC1(C)C(=O)NS(=O)(=O)c1cccs1 (stereo unspecified)
    29	-15
- CN(C)CC(C)(C)CNS(=O)(=O)c1ccc(Cl)c(Cl)c1
    3	7
- N#Cc1ccc(CSc2nc(N)cc(=O)[nH]2)cc1
    -6	-1
- Cc1ccc(C(C)C)c(OCC(=O)NN=C2CCCC2)c1
    -11	-3
- Cc1ccc(NC(=O)CCNS(=O)(=O)c2ccc3c(c2)CCC(=O)N3)c(Br)c1
    -7	-6
- C[C@H](CO)N1C[C@H](C)[C@@H](CN(C)Cc2ccc(Cl)c(Cl)c2)Oc2c(NC(=O)Cc3ccccc3)cccc2C1=O
    -2	19
- CC(=O)c1cccc(NC(=O)Cn2cc3c(n2)CCCC3)c1
    -1	-6
- COc1ccc(C(=O)c2c3ccc([N+](=O)[O-])cc3[n+]([O-])n2CCCC(N)=O)cc1
    -6	-7
- CN(CCC#N)C(=O)CSc1nnc(-c2ccco2)n1N
    -1	9
- Nc1nc(-c2c(Cl)cccc2Cl)no1
    12	-14
- C=CCN(c1ccccc1)S(=O)(=O)c1cccc(C(=O)NCC(c2ccc(F)cc2)N2CCOCC2)c1 (stereo unspecified)
    -4	-1
- Cc1csc(SCC(=O)N2CCN(S(=O)(=O)c3ccc(Cl)cc3)CC2)n1
    -18	13

# Order of results – H9c2 TAG inh DAPI viability	H9c2 TAG inh
- O=C(NCCCOc1ccc([N+](=O)[O-])cc1Cl)OCc1ccccc1
    -1	-3
- COc1ccc(OC)c(C(=O)NC(CC(N)=O)c2ccc(NCc3ccc(F)c(F)c3)c([N+](=O)[O-])c2)c1 (stereo unspecified)
    -2	-8
- Cn1c(SCC#N)nnc1-c1cccnc1
    -2	1
- Cc1cc(C)n(-c2nc(Nc3ccccc3C(F)(F)F)nc(-n3nc(C)cc3C)n2)n1
    3	-8
- CCOC(=O)C1=C(N)Oc2c(c(=O)[nH]c3ccccc23)C1c1ccccc1 (stereo unspecified)
    -3	14
- CN(C)Cc1ccccc1Sc1ccc2c(c1)CCCC2
    5	4
- CCNC(=O)C1(C)CCCN(Cc2noc(-c3ccccc3OC)n2)C1 (stereo unspecified)
    1	1
- Cc1ccc(NC(=O)c2ccc(CNc3c(N4CCC(C)CC4)c(=O)c3=O)cc2)cc1
    5	5
- CN1CC(=O)N(CC(=O)Nc2ccc(F)cc2)c2ccccc2C1=O
    1	-20
- Cc1cc(C)n(-c2nnc(C)n2NC(=O)c2cccc(Cl)c2)n1
    -4	12
- CCOc1ncccc1C(=O)Nc1nnc(C(CC)CC)s1
    14	16
- NC(COCc1ccccc1)c1csc(Nc2ccccn2)n1 (stereo unspecified)
    3	-9
- COc1ccc(Cl)cc1NC(=S)N(Cc1ccccc1C)CC1CCC(C(=O)O)CC1 (stereo unspecified)
    -5	16
- CC(C)S(=O)(=O)c1csc(C(=O)Nc2ccc(F)cc2)c1N
    2	0
- O=C(Nc1cccc(C(=O)O)c1)/C(=C/c1cccc([N+](=O)[O-])c1)NC(=O)c1cccc(Br)c1
    -2	-3
